Screens deposited in PubChem by several laboratories.
MRP1 act: activates MRP-1. viability increase, % at 10 µM. 0.61% of 140,000 active. H69AR cells + doxorubicin, viability rescue, CellTiter-Glo;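 active = viability gain under doxorubicin at or above a set limit, the compound median plus 3 SD, cut at about 4.7% in these data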;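 also: MRP-1 overexpressing cells given doxorubicin 25 µM after compound pretreatment; 18-22 h compound pretreatment then 72 h with doxorubicin before readout; 0% = doxorubicin-only wells and 100% = vehicle-treated cells without doxorubicin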
E-sel TNF inh: TNF alpha driven E-selectin expression inhibition | HUVEC TNFa-induced E-selectin immunofluorescence, high content | inhibition, % at 2 µM | 0.71% of 120,000 active;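 active = inhibition above the batch mean plus 3 SD, and confirmed as a hit on visual image review, cut at about 43% in these data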;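 also: 0% = TNF-stimulated DMSO wells and 100% = unstimulated control wells; not every result past the cut was called active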
BB579 growth dn: chemicals that inhibit yeast BB579 growth in restrictive medium (lifespan-shortening candidates); inhibition, % at 10 µM; 0.51% of 140,000 active; S. cerevisiae BB579 growth, OD615, 48 h; AID 804;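 active = inhibition above a set limit, 3 SD over the mean compound inhibition, cut at about 44% in these data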; also: inactives centre near -24
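Material: Saccharomyces cerevisiae DeaD strain BB579, replicative lifespan model yeast; buffer or medium: CSMM-D restrictive synthetic medium containing dextrose (glucose); compound: 10 µM single dose, DMSO 0.25%; timing: 48 h compound exposure at 30 °C after 4 h preincubation; signal: turbidity as optical density at 615 nm; benchmarks: positive control amphotericin B 10 µg/mL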
Yeast lifespan up: extends the lifespan of yeast | S. cerevisiae growth with nicotinamide, OD615; deaD strain in restrictive glucose medium | inhibition of the nicotinamide effect, % at 10 µM | 0.68% of 130,000 active | AID 775;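 active = inhibition above a set limit, placed 3 SD over the median of all compounds, cut at about 26% in these data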;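 also: 0% = nicotinamide-treated wells and 100% = cells grown without nicotinamide; some compounds called inactive have numbers as strong as hits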
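Test system – modified budding yeast, DeaD strain · Compound – single dose 10 µM compound, 0.25% DMSO · Times – culture preincubation 4 h, compound exposure 48 h, both 30 °C · Detection – optical density (absorbance) at 615 nm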
Measles CPE: protection of cells from measles virus; Measles virus-infected cells, CPE protection, absorbance; 1.5% of 140,000 active; protection (pct of control), % at 4 µM; in the data active = protection mostly above about 24%, no sharp cut-off; inactive = mostly below about 26%; also: some compounds called inactive have numbers as strong as hits
HCT116 PTEN-null: PTEN-deleted cell growth suppression | HCT116 PTEN-null viability, CellTiter-Glo, 60 h; hits give low values | viability, % at 10 µM | 1.2% of 140,000 active | AID 827;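 active = viability at or below a set limit, 4 SD under the median of all tested compounds, cut at about 3.7% in these data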;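 also: PTEN knockout HCT116 line with beta catenin targeted HCT116 as companion control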
Phagocyt inh: blocks phagocytosis by macrophages; J774A.1 macrophage IgG-bead phagocytosis, imaging; inhibition, % at 5 µM; 0.07% of 110,000 active; AID 1029;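 active = inhibition above the mean of the plate negative controls plus 5 SD, cut at about 13% in these data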;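 also: phagocytic index as fraction of beads internalized from green versus red external bead signal; plate controls were DMSO negative control for no effect and cytochalasin-D positive control for full effect; some results beyond the cut were filed as inactive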
GALR2 antag: blocks the human galanin receptor 2; O43603; GALR2-expressing cells, antagonist mode; inhibition, % at 4 µM; 0.39% of 140,000 active; AID 828; in the data active = inhibition above about 27%;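 also: cells stimulated with galanin 1-16 at roughly its EC80; 0% = agonist challenge control and 100% = basal control without agonist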
Target sequence (O43603 whole entry, looked up): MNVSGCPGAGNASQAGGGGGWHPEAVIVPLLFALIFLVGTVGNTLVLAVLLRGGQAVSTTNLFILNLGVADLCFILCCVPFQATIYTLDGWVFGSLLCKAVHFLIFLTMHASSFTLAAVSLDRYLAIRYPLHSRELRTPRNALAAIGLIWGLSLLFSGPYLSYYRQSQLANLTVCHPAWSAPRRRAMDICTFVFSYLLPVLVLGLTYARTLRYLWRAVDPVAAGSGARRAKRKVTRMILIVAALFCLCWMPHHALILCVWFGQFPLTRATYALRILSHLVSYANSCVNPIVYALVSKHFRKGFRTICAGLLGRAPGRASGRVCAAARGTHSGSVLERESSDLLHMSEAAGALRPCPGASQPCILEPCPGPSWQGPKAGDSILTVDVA
NPY-Y2 antag: blocks the human neuropeptide Y Y2 receptor; NPY-Y2 expressing cells, antagonist mode; 0.99% of 140,000 active; AID 793; inhibition, % at 2.7 µM; in the data active = inhibition above about 17%;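 also: 0% = vehicle with agonist challenge and 100% = reference antagonist with challenge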
Target sequence (P49146 whole entry, looked up): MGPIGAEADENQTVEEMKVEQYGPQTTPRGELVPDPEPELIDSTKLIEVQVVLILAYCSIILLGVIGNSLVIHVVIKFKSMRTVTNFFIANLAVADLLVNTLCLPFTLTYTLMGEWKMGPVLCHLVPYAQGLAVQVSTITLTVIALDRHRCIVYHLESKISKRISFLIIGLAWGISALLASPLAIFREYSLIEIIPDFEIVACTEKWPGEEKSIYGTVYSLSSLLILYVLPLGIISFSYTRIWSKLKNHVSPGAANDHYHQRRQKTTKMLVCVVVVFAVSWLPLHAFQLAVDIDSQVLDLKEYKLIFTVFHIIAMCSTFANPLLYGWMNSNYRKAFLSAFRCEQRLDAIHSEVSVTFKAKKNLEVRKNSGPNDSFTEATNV
bCat KO growth: beta-catenin-lacking colon tumor cell growth suppression; 1.5% of 140,000 active; viability, % at 10 µM; AID 818; HCT116 beta-catenin knockout viability, CellTiter-Glo, 60 h; hits give low values;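 active = viability at or under a set limit, the compound median less 4 SD, cut at about 6% in these data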;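 also: 0% = Hyamine 1622 control at 20 µM and 100% = untreated cell control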
The depositor's hits bear a star; / = no result given.

compound | MRP1 act | E-sel TNF inh | BB579 growth dn | Yeast lifespan up | Measles CPE | HCT116 PTEN-null | Phagocyt inh | GALR2 antag | NPY-Y2 antag | bCat KO growth
COc1ccc2cc3cc(C(=O)NCCN4CCc5ccccc5C4)oc3nc2c1 | -2.8 | -7 | -19 | -20 | 4 | 54 | / | -14 | 2 | 45
COc1ccc(-c2csc3nc(-c4ccc(C)cc4)oc(=O)c23)cc1OC | -6.1 | / | -21 | 3 | 5 | 1.8* | -5 | -3 | 1 | 1.7*
O=c1c2ccccc2nc(SCc2cn3ccsc3n2)n1-c1ccccc1 | -1.4 | 19 | -24 | -9 | 17 | 59 | -1 | -10 | 3 | 75
CCCCOC(=O)CSc1nc(N)c(C#N)c(-c2ccc(OCC)cc2)c1C#N | 0.7 | 22 | -81 | 3 | 17 | 107 | -1 | -1 | 0 | 92
CCOc1ccccc1N1Cc2ccccc2C1 | -3.5 | 20 | -57 | 11 | 14 | 91 | / | 0 | 3 | 93
N#Cc1c(SCC(=O)O)nc(N2CCCCC2)c2c1CCCC2 | -1.5 | -11 | -36 | 3 | 5 | 105 | -2 | 0 | 4 | 97
O=C(NC1(C(F)(F)F)NC(=O)N(C2CCCC2)C1=O)C1CC1 (centres undefined) | 0.9 | 15 | 21 | -7 | 12 | 99 | 0 | 3 | 2 | 92
COc1ccc(S(=O)(=O)N=C2C=C(C)C(=O)C(C)=C2)cc1 | -2.4 | 8 | -43 | 0 | 22 | 30 | 3 | 6 | -1 | 22
Cc1ccc2c(CC(=O)OCC(=O)Nc3ccc(Cl)cn3)coc2c1 | -1.1 | -23 | -18 | -2 | 3 | 94 | -5 | 6 | 7 | 99
Cn1c(CNc2ccccc2)cc(=O)n(C)c1=O | 0.0 | -18 | -48 | -5 | 7 | 97 | 0 | 1 | -1 | 101
Cc1cc(C(=O)COC(=O)c2ccc(N)c([N+](=O)[O-])c2)c(C)n1-c1ccc2c(c1)OCO2 | 2.7 | / | 2 | -1 | 4 | 42 | -4 | -1 | 3 | 32
O=C(NCCc1ccccc1)C1CCN(S(=O)(=O)c2ccc(-c3nn[nH]n3)cc2)CC1 | -0.4 | -16 | -22 | -3 | 6 | 103 | -2 | 3 | 1 | 96
C=CCN1C(=O)CSC1=Nc1ccc(O)cc1 | -2.1 | 12 | 6 | -6 | 20 | 100 | -3 | -8 | 3 | 97
CCCCOc1ccc(/C(O)=C2/C(=O)C(=O)N(CCN(C)C)C2c2ccc(O)c(OC)c2)cc1 (centres undefined) | -0.8 | -12 | -17 | -6 | 12 | 89 | 0 | 15 | 0 | 95
Cc1cccc(CN2CCN(CC(=O)N3CCCC3)C2=O)c1 | -3.0 | -11 | -16 | -6 | 13 | 94 | 0 | -4 | 4 | 91
CCCCn1c(=NC(=O)c2cccnc2)c(C(=O)OCC)cc2c(=O)n3ccccc3nc21 | -3.4 | -33 | -13 | -2 | 6 | 83 | -1 | -6 | 0 | 91
CCC(=O)N1CCc2cc(S(=O)(=O)NCCC(=O)Nc3cc(C)cc(C)c3)ccc21 | -4.1 | -19 | -36 | -2 | 13 | 95 | 0 | 5 | 2 | 89
Oc1ccc2c(c1)C1CCCC1(N1CCOCC1)O2 (centres undefined) | -0.1 | -34 | -21 | -6 | 13 | 73 | -5 | 11 | 2 | 78
COc1ccc(C)cc1N(C(=O)c1cccc(F)c1)c1nc2ccccc2s1 | -4.7 | -3 | -48 | 1 | 5 | 78 | -9 | 7 | 9 | 79
CCOc1ccc(-n2c(SCC(=O)Nc3ccccc3C)n[nH]c2=O)cc1 | -1.1 | -20 | -33 | -17 | 15 | 92 | 7 | -6 | 1 | 99
CCn1c(SCC(=O)NC2CCCc3ccccc32)nnc1-c1ccncc1 (centres undefined) | -1.6 | -1 | -43 | 2 | 13 | 95 | -4 | 9 | 3 | 97
O=C(c1cc2c(ccc3ccccc32)o1)N1CCN(c2ncc(C(F)(F)F)cc2Cl)CC1 | 1.0 | -6 | -17 | -9 | 3 | 102 | 0 | -16 | 3 | 108
CCn1c(=O)c(C(=O)NCCc2ccccc2)c(O)c2ccccc21 | -2.6 | -16 | -38 | -1 | 11 | 68 | -5 | -1 | 16 | 69
CCC(NC(=O)Cn1cnc2c(=O)n(C)c(=O)n(C)c21)c1ccccc1 (centres undefined) | -3.0 | -13 | -4 | -3 | 20 | 87 | / | 1 | 1 | 89
CC(C)CC(=O)Nc1ccccc1N1CCN(C(=O)c2ccccc2)CC1 | -3.0 | -7 | -45 | -7 | 6 | 95 | 4 | 6 | 6 | 89
CC(=O)Nc1ccc2c(c1)C(=O)N(C1CCCCC1)C2=O | -0.1 | 5 | -52 | -13 | 11 | 97 | -2 | 1 | 3 | 96
c1ccn2c(SCc3cn4ccsc4n3)nnc2c1 | -2.7 | -3 | -25 | 1 | 16 | 95 | -1 | 9 | 1 | 80
Cn1c(SCC(=O)NCc2ccc(F)cc2)nc2ccccc21 | -0.8 | -12 | -38 | -4 | 17 | 97 | -1 | 5 | -1 | 96
COc1ccc(NC(=O)c2ccc(-c3ccc([N+](=O)[O-])cc3)o2)cc1OC | -1.7 | / | 1 | -5 | 29 | 92 | -4 | 4 | 0 | 87
C=CCn1c(=O)c2ccccc2n2c(SCC(=O)N3CCCc4ccccc43)nnc12 | -3.7 | 80* | -33 | -28 | 10 | 76 | -1 | -1 | 4 | 68
O=S(=O)(NCc1ccccn1)c1ccc(F)cc1 | -2.0 | / | -21 | -8 | 7 | 105 | 0 | -6 | 0 | 103
O=C1CSC2(C(=O)N3CCCc4cccc2c43)N1c1cccc(C(F)(F)F)c1 (centres undefined) | -3.1 | -14 | -12 | -12 | 5 | 78 | / | 10 | 3 | 80
Cc1ccc(C(=O)Nc2cccc(-c3cnc4ccccc4n3)c2)cc1 | -0.1 | -5 | -17 | -13 | 15 | 119 | / | -8 | 4 | 104
O=C1N(c2cccc3ccccc23)C(c2ccccc2)N2CCCN12 (centres undefined) | -1.6 | 4 | -3 | 1 | 20* | 98 | -4 | 1 | 0 | 94
CC(=O)Oc1ccc(Cl)cc1/C=C/c1ccc2ccccc2n1 | -3.1 | / | -35 | -5 | 9 | 29 | -2 | 19 | 0 | 26
Cc1cc(C)nc(NN=C2CCCC2)n1 | -0.4 | 7 | -11 | -4 | 4 | 98 | -2 | 12 | 0 | 92
CCc1cc(C(c2ccc(F)cc2)N2CCOCC2)c(NC(=O)c2ccccc2)s1 (centres undefined) | -4.8 | -17 | -9 | -9 | 5 | 62 | / | 2 | 5 | 53
Cc1ccccc1NC(=S)NNC(=O)c1csc2c1CCC(C)C2 (centres undefined) | -2.7 | -12 | -8 | 0 | 8 | 65 | 1 | -14 | 5 | 69
CCc1ccc(N2C(=O)C3NN=C(C(=O)OCc4ccccc4)C3C2=O)cc1 (centres undefined) | -1.1 | / | -35 | 1 | 4 | 93 | / | 5 | 3 | 88
Fc1ccc(/C=N/c2c(-c3ccc(F)cc3)nc3n2CCS3)cc1 | -2.8 | / | -31 | -25 | 24 | 89 | / | 2 | 2 | 95
COc1cc(Cl)c(C)cc1NC(=O)COc1ccccc1[N+](=O)[O-] | -2.1 | 4 | -11 | -5 | 13 | 80 | / | -7 | 3 | 87
Cc1ccc(C)c(NS(=O)(=O)c2cc(C(=O)NCc3ccco3)ccc2C)c1 | -3.0 | 7 | -14 | -7 | 19 | 86 | -1 | -4 | 6 | 96
Cc1ccc(C(=O)NCCCn2ccnc2)cn1 | -1.8 | 15 | -6 | -15 | 22 | 112 | 4 | -7 | -1 | 96
COc1ccc(S(=O)(=O)N2CCN(CC(=O)Nc3ccc(F)c(F)c3)CC2)cc1 | -5.5 | 4 | -1 | -16 | 22 | 93 | 0 | 12 | 0 | 89
C1CN(c2nc3nonc3n3nnnc23)CCO1 | -0.8 | / | -7 | -15 | 8 | 95 | 2 | 4 | 0 | 95
CCCCCSc1nc(C)c(CC(=O)O)c(=O)[nH]1 | -2.3 | / | -45 | -3 | 14 | 96 | / | 14 | -1 | 92
CCNc1nc(Oc2ccc(C(=O)OCC)cc2)nc(SC)n1 | -1.3 | 18 | -32 | -10 | 5 | 90 | -2 | -8 | 3 | 97
O=S(=O)(/C=C/c1ccccc1)NCc1ccccc1Cl | -1.7 | / | -43 | 5 | 3 | 98 | / | 21 | 5 | 108
O=C(COC(=O)CNC(=O)c1ccc(Cl)cc1)Nc1ccc2c(c1)OCCO2 | -1.5 | / | -47 | -4 | 6 | 93 | 0 | 5 | 2 | 84
COc1ccc(CCNC(=O)Cn2nnc(-c3cccc(OC)c3OC)n2)cc1OC | -2.8 | -19 | 3 | -6 | 4 | 93 | 0 | -7 | -2 | 93
C=CCn1c(-c2cccc3ccccc23)n[nH]c1=S | -2.4 | 12 | -19 | -12 | 25 | 87 | -2 | 6 | 4 | 82
COc1ccc(C(=O)N2CCN(C(=O)c3ccncc3)CC2)cc1 | -0.2 | / | -37 | -2 | 7 | 111 | / | 2 | 0 | 120
COC(=O)NNC(=O)c1ccc(Cl)cc1Cl | 1.6 | / | -10 | 2 | 0 | 105 | 1 | 0 | 2 | 100
COc1ccc(CC(=O)Nc2cccc(C)n2)cc1OC | -1.7 | / | -31 | 3 | 10 | 83 | 0 | 0 | -1 | 89
CCCNc1nc2c(c(=O)n(C)c(=O)n2C)n1CCC(C)C | -0.7 | 9 | -26 | -2 | 11 | 77 | -1 | -6 | -1 | 74
COc1ccccc1-c1c(C(F)(F)F)oc2cc(OCC(=O)Nc3cc(C)ccc3C)ccc2c1=O | -1.6 | 26 | -13 | -3 | 9 | 77 | -10 | 14 | 2 | 86
CC(=O)N1CCC(O)(c2cccc(C(F)(F)F)c2)CC1 | 0.6 | -16 | -37 | -25 | 33 | 94 | -1 | 8 | -1 | 93
O=C(Nc1cccc2ccccc12)N1CCOCC1 | -0.9 | -12 | -41 | 0 | 5 | 91 | -2 | -4 | -2 | 92
CCN1CCCC1CNCc1cccc(OC)c1OCc1ccccc1F (centres undefined) | -3.0 | 5 | -7 | -12 | 5 | 93 | 0 | 1 | 5 | 80
CC1=C(C(=O)Nc2cc(C)ccn2)C(c2ccc(C)cc2)C2=C(CCCC2=O)N1 (centres undefined) | -2.8 | -14 | -2 | 1 | 3 | 100 | 0 | -2 | 1 | 94
O=C(NC(=S)Nc1ccc(N2CCCCC2)cc1)c1ccc2c(c1)OCCO2 | -4.9 | 15 | -26 | 11 | 9 | 81 | -7 | -7 | 5 | 89
